KLF5 inh: inhibitors of KLF5 expression; DLD-1 KLF5 promoter-luciferase reporter, luminescence; inhibition, % at 5 µM; actives 0.23% (n = 290,000);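 active = inhibition above a per-plate limit of that plate's mean compound inhibition plus 3 SD, cut at about 60% in these data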;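 note: 0% = DMSO wells and 100% = LY294002 at 200 µM; higher means less KLF5 promoter-driven luciferase light; inactives centre near -14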
AI-2 QS modul: Vibrio harveyi AI-2 quorum sensing modulation | Vibrio harveyi JMH597 AI-2 luminescence/OD600 ratio, 9 h; active compounds read low; strain lacks LuxN and CqsS sensors; 0 = neutral-control median | activity change, % at 7.5 µM | actives 0.4% (n = 300,000); in the data active = activity change below about -75%, passing the limit was not always enough;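 note: luminescence divided by OD600 gain over 9 h not by final OD600 alone; inactives centre near 13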
GSK3 alpha inh: blocks human GSK-3 alpha kinase. actives 0.1% (n = 320,000). inhibition, % at 10 µM. ADP-Glo luminescence, 60 min. AID 2650;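 in the data active = inhibition above about 50%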;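 note: GST-tagged GSK-3 alpha with peptide substrate and 25 µM ATP; 0% = DMSO neutral wells and 100% = GW8510 positive control wells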
Target sequence (P49840 whole entry, looked up): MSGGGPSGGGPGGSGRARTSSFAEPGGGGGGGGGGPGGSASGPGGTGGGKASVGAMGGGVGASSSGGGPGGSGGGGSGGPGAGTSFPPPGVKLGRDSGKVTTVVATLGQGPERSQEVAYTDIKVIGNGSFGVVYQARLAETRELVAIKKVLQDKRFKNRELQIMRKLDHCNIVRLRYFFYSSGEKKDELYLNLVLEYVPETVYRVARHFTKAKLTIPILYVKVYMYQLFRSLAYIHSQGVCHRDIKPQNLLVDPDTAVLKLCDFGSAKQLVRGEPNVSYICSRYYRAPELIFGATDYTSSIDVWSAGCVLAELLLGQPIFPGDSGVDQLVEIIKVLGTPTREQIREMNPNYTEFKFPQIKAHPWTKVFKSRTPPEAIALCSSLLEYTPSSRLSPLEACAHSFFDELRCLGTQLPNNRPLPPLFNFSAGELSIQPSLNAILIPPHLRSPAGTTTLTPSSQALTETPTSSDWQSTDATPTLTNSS
IEC-6 tox: counter-screen for KLF5 inhibitors: cytotoxicity in IEC-6 cells | IEC-6 cytotoxicity, luminescence viability | inhibition, % at 5 µM | actives 0.78% (n = 290,000) | AID 1825; in the data active = inhibition above about 22%;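 note: 0% = plate median of test compound wells and 100% = cytotoxic reference compound wells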
HSF1 inhib: HSF1 inhibition; actives 0.77% (n = 300,000); NIH3T3-HGL HSE-luciferase, MG132-induced, luminescence 8 h; active compounds read low; activity change, negative = inhibition, % at 7.5 µM (by protocol);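 active = more than half of replicate wells show activity change below -50%, luminescence cut by over half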;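 note: luciferase reports HSF-1 transcriptional activity via heat shock element; 0% = median of DMSO wells and -100% = zero luminescence signal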
aSyn UTR inh: MLPCN primary screen, SNCA 5' untranslated region; alpha-synuclein 5'UTR reporter, inhibitor activity; inhibition, % (tested at 7.5 µM); actives 0.82% (n = 300,000); AID 1813; in the data active = inhibition above about 60%;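 note: H4 neuroglioblastoma cells stably carrying SNCA 5'UTR luciferase fusion; 0% = DMSO wells and 100% = positive control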
PolyA inhibitor: yeast polyadenylation inhibition | AID 1875 | actives 0.02% (n = 300,000) | S. cerevisiae SKY197-pL101 polyadenylation reporter, beta-gal luminescence; efflux-impaired pdr1/pdr3 knockout yeast; score 100 = 6 SD above DMSO | calls only at 12 µM;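 active = lowest replicate activity score at least 50, where 100 means six control SD above control mean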;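 note: yeast exposed to compound for 9 h at 30 °C; higher score means more reporter readthrough which indicates perturbed polyadenylation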
HSP90 refold inh: inhibitors of HSP90 luciferase refolding in rabbit reticulocyte lysate. luciferase refolding luminescence, 3 h. inhibition, % at 5.6 µM. actives 0.91% (n = 290,000). AID 1789;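 active = inhibition above the screen-wide mean plus 3 SD, computed separately per campaign, cut at about 16% in these data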;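 note: 0% = DMSO wells and 100% = 60 µM geldanamycin wells; inhibitors lower the luminescence because luciferase stays unfolded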
HSF-1 act: increases HSF-1 driven luciferase reporter signal | NIH3T3-HGL HSF-1 luciferase reporter, MG132, 8 h; 100% = twice DMSO control signal | activation, % at 9 µM | actives 1.7% (n = 300,000);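 active = mean replicate activation of at least 50% with a set share of replicates each reaching 50%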;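 note: 0% = median of the neutral control wells and 100% = twice that signal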
GSK3B inh: inhibitors of human GSK3beta kinase; AID 2097; activity score (negative = inhibition), % at 10 µM; GST-GSK3beta kinase, ADP-Glo luminescence, 60 min; active compounds read low; actives 0.038% (n = 300,000); P49841;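 active = more than half of replicate wells score below -50%, meaning over 50% inhibition versus plate controls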;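 note: 0% = median DMSO wells and -100% = median GW8510 positive control wells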
Target sequence (P49841 whole entry, looked up): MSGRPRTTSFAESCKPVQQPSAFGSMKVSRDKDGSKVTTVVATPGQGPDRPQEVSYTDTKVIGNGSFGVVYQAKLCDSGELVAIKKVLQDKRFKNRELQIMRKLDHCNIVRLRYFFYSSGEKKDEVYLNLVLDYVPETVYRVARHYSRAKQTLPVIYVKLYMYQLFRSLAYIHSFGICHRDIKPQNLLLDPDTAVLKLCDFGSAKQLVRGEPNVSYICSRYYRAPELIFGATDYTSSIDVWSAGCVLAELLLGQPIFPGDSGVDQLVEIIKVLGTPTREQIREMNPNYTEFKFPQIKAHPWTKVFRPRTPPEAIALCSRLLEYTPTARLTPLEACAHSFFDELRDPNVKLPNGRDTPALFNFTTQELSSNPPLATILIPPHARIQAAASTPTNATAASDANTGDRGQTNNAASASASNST
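Assay system: GST-tagged human GSK3beta kinase, cell-free; Input: 1.6 ng GSK3beta; Medium: Tris/MgCl2 kinase buffer; Timing: 60 min enzyme reaction, room temperature; Signal: ADP-Glo luminescence quantifying ADP generated by kinase; Evaluation: score relative to plate controls; Benchmarks: DMSO neutral wells and GW8510 at 20 µM as positive.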
The depositor's hits bear a star.

For CCOc1ccc(Nc2cc(=O)oc3ccccc23)cc1 the results were KLF5 inh -8, AI-2 QS modul 33, GSK3 alpha inh -3, IEC-6 tox -3, HSF1 inhib -18, aSyn UTR inh -27, PolyA inhibitor inactive, HSP90 refold inh -5, HSF-1 act -22 and GSK3B inh 2.
`COc1ccccc1C(=O)NCC(=O)NC(C)c1ccc(-n2ccnc2)cc1` (centres undefined) gave KLF5 inh -21, AI-2 QS modul 8, GSK3 alpha inh -2, IEC-6 tox 7, HSF1 inhib 1, aSyn UTR inh 1, PolyA inhibitor inactive, HSP90 refold inh -1, HSF-1 act -16 and GSK3B inh -8.
Screening COc1ccc(N2CCN(C(c3ccccc3OC)c3nnnn3C3CCCC3)CC2)cc1 (centres undefined) returned KLF5 inh 11, AI-2 QS modul 13, IEC-6 tox -4, PolyA inhibitor inactive, HSP90 refold inh 4 and GSK3B inh -2.
Screening CCOc1ccc(N2C(=O)CC(N3CCN(c4ccc([N+](=O)[O-])cc4)CC3)C2=O)cc1 (centres undefined) returned KLF5 inh -40, AI-2 QS modul 4, GSK3 alpha inh -3, IEC-6 tox -1, HSF1 inhib -1, aSyn UTR inh 9, PolyA inhibitor inactive, HSP90 refold inh 5, HSF-1 act 13 and GSK3B inh -6.
For O=c1c2ccccc2c(-c2n[nH]c(=S)o2)nn1Cc1ccccc1 the results were KLF5 inh -37, AI-2 QS modul 30, GSK3 alpha inh -7, IEC-6 tox -2, HSF1 inhib 2, aSyn UTR inh 24, PolyA inhibitor inactive, HSP90 refold inh -8, HSF-1 act -9 and GSK3B inh 3.
`O=C1NC(c2cccs2)C(C(=O)c2ccccc2)C(O)(C(F)(F)F)N1` (centres undefined) gave KLF5 inh -16, AI-2 QS modul 9, GSK3 alpha inh 5, IEC-6 tox -5, HSF1 inhib 3, aSyn UTR inh 22, PolyA inhibitor inactive, HSP90 refold inh 0, HSF-1 act 13 and GSK3B inh 0.
O=C(CCc1nnc2n(Cc3ccc(F)cc3)c(=O)c3ccccc3n12)N1CCN(c2ccccn2)CC1 was read as KLF5 inh -23, AI-2 QS modul 54, GSK3 alpha inh 2, IEC-6 tox -3, HSF1 inhib -6, aSyn UTR inh 43, PolyA inhibitor inactive, HSP90 refold inh -2, HSF-1 act 8 and GSK3B inh 3.
For COc1ccccc1N(CC(=O)NCc1cccnc1)S(C)(=O)=O the results were KLF5 inh -33, AI-2 QS modul 4, GSK3 alpha inh -5, IEC-6 tox -4, HSF1 inhib -4, aSyn UTR inh -9, PolyA inhibitor inactive, HSP90 refold inh -2, HSF-1 act 0 and GSK3B inh -4.
For CN(Cc1ccccc1O)CC1CCCN(CCc2ccc(Cl)cc2)C1 (centres undefined) the results were KLF5 inh -26, AI-2 QS modul 10, GSK3 alpha inh -2, IEC-6 tox -1, HSF1 inhib 0, aSyn UTR inh -24, PolyA inhibitor inactive, HSP90 refold inh -2, HSF-1 act -2 and GSK3B inh 5.
CCC1(C)Cc2ccccc2-c2[nH]c(=S)[nH]c(=O)c21 (centres undefined) was read as KLF5 inh -17, AI-2 QS modul 2, GSK3 alpha inh 0, IEC-6 tox 0, HSF1 inhib 3, aSyn UTR inh -4, PolyA inhibitor inactive, HSP90 refold inh 1, HSF-1 act -6 and GSK3B inh 1.
Screening O=c1c2c3c(sc2nc2sc(CN4CCOCC4)cn12)CCCC3 returned KLF5 inh -13, AI-2 QS modul 29, IEC-6 tox 0, HSP90 refold inh 2 and GSK3B inh -3.
For COc1ccccc1/C=C/C(=C1/C(=O)N(c2ccccc2)N=C1C)c1ccc(C)cc1 the results were KLF5 inh -5, AI-2 QS modul 28, GSK3 alpha inh -1, IEC-6 tox -11, HSF1 inhib -8, aSyn UTR inh 30, PolyA inhibitor inactive, HSP90 refold inh -5, HSF-1 act -10 and GSK3B inh -1.
CCCc1nc2ccccc2[nH]1 was read as KLF5 inh -24, AI-2 QS modul 3, GSK3 alpha inh -1, IEC-6 tox 0, HSF1 inhib -4, aSyn UTR inh 0, PolyA inhibitor inactive, HSP90 refold inh 2, HSF-1 act -4 and GSK3B inh 2.
Nc1nc(NCCCN2CCOCC2)nc(Nc2cccc(F)c2)c1[N+](=O)[O-] was read as KLF5 inh -9, AI-2 QS modul 16, GSK3 alpha inh 57*, IEC-6 tox -2, HSF1 inhib 1, aSyn UTR inh 25, PolyA inhibitor inactive, HSP90 refold inh 2, HSF-1 act 9 and GSK3B inh -71*.
For O=C(Nc1nnc(CCc2ccccc2)s1)c1cccc(F)c1 the results were KLF5 inh -76, AI-2 QS modul 40, GSK3 alpha inh -3, IEC-6 tox 3, HSF1 inhib 12, aSyn UTR inh -103, PolyA inhibitor inactive, HSP90 refold inh -3, HSF-1 act 23 and GSK3B inh 3.
For COc1ccc2oc(C)c(C(=O)NN)c2c1 the results were KLF5 inh -31, AI-2 QS modul 2, GSK3 alpha inh -1, IEC-6 tox 2, HSF1 inhib -8, aSyn UTR inh 14, PolyA inhibitor inactive, HSP90 refold inh 4, HSF-1 act -22 and GSK3B inh 7.
Screening CCc1nc(SCC(=O)Nc2ccccc2OC)n[nH]1 returned KLF5 inh -8, AI-2 QS modul 17, GSK3 alpha inh 0, IEC-6 tox -4, HSF1 inhib 6, aSyn UTR inh 13, PolyA inhibitor inactive, HSP90 refold inh 38*, HSF-1 act 43 and GSK3B inh 0.
CCOC(=O)c1c(NC(=O)c2ccc(Br)o2)sc2c1CCCC2 was read as KLF5 inh -20, AI-2 QS modul 23, GSK3 alpha inh -2, IEC-6 tox 3, HSF1 inhib 3, aSyn UTR inh -65, PolyA inhibitor inactive, HSP90 refold inh -2, HSF-1 act -5 and GSK3B inh 1.
CSc1ccccc1NC(=O)COC(=O)Cc1cccs1 was read as KLF5 inh -31, AI-2 QS modul 6, GSK3 alpha inh -2, IEC-6 tox -4, HSF1 inhib -5, aSyn UTR inh -11, PolyA inhibitor inactive, HSP90 refold inh -5, HSF-1 act 0 and GSK3B inh -2.
`COCCNC(=O)NC(=O)CN1CCCc2ccccc21` gave KLF5 inh -14, AI-2 QS modul 21, GSK3 alpha inh 2, IEC-6 tox 13, HSF1 inhib 10, aSyn UTR inh -57, PolyA inhibitor inactive, HSP90 refold inh 3, HSF-1 act 11 and GSK3B inh 1.
`CCS(=O)(=O)c1nc(S(=O)(=O)c2ccc(C)cc2)c(N2CCN(C)CC2)s1` gave KLF5 inh -30, AI-2 QS modul 45, GSK3 alpha inh -1, IEC-6 tox -5, HSF1 inhib 3, aSyn UTR inh -17, PolyA inhibitor inactive, HSP90 refold inh -2, HSF-1 act 27 and GSK3B inh 19.
`N#C/C(=C\c1ccc(F)c(F)c1)C(=O)NC1CCCCC1` gave KLF5 inh 4, AI-2 QS modul 23, GSK3 alpha inh -1, IEC-6 tox 2, HSF1 inhib -2, aSyn UTR inh -27, PolyA inhibitor inactive, HSP90 refold inh 1, HSF-1 act -18 and GSK3B inh -1.
For Cc1cc(C(F)F)nn1CC(=O)Nc1cc([N+](=O)[O-])ccc1F the results were KLF5 inh -22, AI-2 QS modul 9, GSK3 alpha inh -3, IEC-6 tox 2, HSF1 inhib -1, aSyn UTR inh -10, PolyA inhibitor inactive, HSP90 refold inh -1, HSF-1 act -1 and GSK3B inh -3.
CNc1ccc([N+](=O)[O-])cc1-c1nc2ccccc2[nH]c1=O was read as KLF5 inh -28, AI-2 QS modul -15, GSK3 alpha inh -4, IEC-6 tox 8, HSF1 inhib -7, aSyn UTR inh 3, PolyA inhibitor inactive, HSP90 refold inh 0, HSF-1 act -3 and GSK3B inh 1.
`O=C(O)CCCn1cc(NC(=O)c2sc3ccccc3c2Cl)cn1` gave KLF5 inh -3, AI-2 QS modul 2, IEC-6 tox 2, HSF1 inhib 2, aSyn UTR inh -11, PolyA inhibitor inactive, HSP90 refold inh 2, HSF-1 act 14 and GSK3B inh 0.
Screening CSc1cccc(N/C(=N/S(=O)(=O)c2ccccc2)NN)c1 returned KLF5 inh -15, AI-2 QS modul 34, GSK3 alpha inh 0, IEC-6 tox -5, HSF1 inhib -1, aSyn UTR inh 6, PolyA inhibitor inactive, HSP90 refold inh -2, HSF-1 act 5 and GSK3B inh 1.
`CCOC(=O)C1CCN(C(c2cc3c(C)ccc(C)c3[nH]c2=O)c2nnnn2C2CCCCC2)CC1` (centres undefined) gave KLF5 inh -6, AI-2 QS modul -2, GSK3 alpha inh -2, IEC-6 tox -2, HSF1 inhib 2, aSyn UTR inh 11, PolyA inhibitor inactive, HSP90 refold inh -3, HSF-1 act 18 and GSK3B inh -3.
`CC(C)CN(C(=O)CN1CCOCC1)c1c(N)n(CC(C)C)c(=O)[nH]c1=O` gave KLF5 inh -8, AI-2 QS modul 24, GSK3 alpha inh 0, IEC-6 tox 7, HSF1 inhib 1, aSyn UTR inh 6, PolyA inhibitor inactive, HSP90 refold inh 5, HSF-1 act -1 and GSK3B inh -2.
`CN1C(=O)CC(C(=O)O)SC1=Nc1cc(Cl)c(O)c(Cl)c1` (centres undefined) gave KLF5 inh -17, AI-2 QS modul 4, GSK3 alpha inh -4, IEC-6 tox 5, HSF1 inhib 1, aSyn UTR inh 16, PolyA inhibitor inactive, HSP90 refold inh 4, HSF-1 act 7 and GSK3B inh 2.
Screening Nc1nc(SCc2ccccc2)ns1 returned KLF5 inh -72, AI-2 QS modul 3, GSK3 alpha inh -2, IEC-6 tox -5, HSF1 inhib 9, aSyn UTR inh -89, PolyA inhibitor inactive, HSP90 refold inh -7, HSF-1 act 20 and GSK3B inh 0.
O=C(C1CCN(c2nnnn2-c2ccccc2)CC1)N1CCN(c2ccccc2)CC1 was read as KLF5 inh 6, AI-2 QS modul 12, GSK3 alpha inh 3, IEC-6 tox -1, aSyn UTR inh 8, HSP90 refold inh 1 and GSK3B inh -2.
Cc1ccnc(NS(=O)(=O)c2ccc3ccccc3c2)n1 was read as KLF5 inh -23, AI-2 QS modul 44, GSK3 alpha inh -2, IEC-6 tox -2, HSF1 inhib -4, aSyn UTR inh -12, PolyA inhibitor inactive, HSP90 refold inh -2, HSF-1 act -11 and GSK3B inh 0.
`O=C(COc1ccccc1O)NNc1ccccc1` gave KLF5 inh -2, AI-2 QS modul -12, GSK3 alpha inh 1, IEC-6 tox -5, HSF1 inhib -2, aSyn UTR inh 4, PolyA inhibitor inactive, HSP90 refold inh -2, HSF-1 act 14 and GSK3B inh 0.
`O=C(Cc1cccc(C(F)(F)F)c1)Nc1cccc(S(=O)(=O)N2CCCC2)c1` gave KLF5 inh -20, AI-2 QS modul 13, GSK3 alpha inh -1, IEC-6 tox 7, HSF1 inhib 7, aSyn UTR inh 2, PolyA inhibitor inactive, HSP90 refold inh -1, HSF-1 act 12 and GSK3B inh -3.

Only part of the results is shown, so the mix of outcomes need not match the whole.
